Assay outcomes (PubChem BioAssay)
OX1R antagonist = human HCRTR1 antagonism | O43613 | CHO/OX1R cells, Fluo-8 calcium fluorescence, orexin A | inhibition, % at 5 µM | actives 0.43% (n = 330,000);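 active means inhibition above its plate's threshold, mean inhibition of all tested compounds on the plate plus 3 SD, cut at about 37% in these data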;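 further: 0% = orexin A challenge wells and 100% = SB-334867-A antagonist wells; not every result past the cut was called active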
Target sequence (O43613 whole entry, looked up): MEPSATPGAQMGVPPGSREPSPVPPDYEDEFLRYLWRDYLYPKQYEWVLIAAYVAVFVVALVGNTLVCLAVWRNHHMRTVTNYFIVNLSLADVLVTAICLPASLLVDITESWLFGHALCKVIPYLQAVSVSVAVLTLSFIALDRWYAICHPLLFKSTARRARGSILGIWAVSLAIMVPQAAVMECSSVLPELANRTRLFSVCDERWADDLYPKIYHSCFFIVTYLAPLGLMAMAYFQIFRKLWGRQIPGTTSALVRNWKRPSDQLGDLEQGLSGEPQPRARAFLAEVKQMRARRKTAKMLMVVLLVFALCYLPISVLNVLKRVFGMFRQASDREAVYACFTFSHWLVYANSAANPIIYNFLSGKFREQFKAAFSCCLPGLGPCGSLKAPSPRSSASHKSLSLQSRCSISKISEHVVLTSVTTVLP
CHT PAM = allosteric activators of human choline transporter CHT | CHT-expressing cells, membrane potential dye, choline EC20; stronger effect = higher value; LV-AA mutant CHT in HEK293 cells | B-score at 10 µM | Q9GZV3 | AID 488977 | actives 0.49% (n = 310,000);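 active means initial fluorescence not abnormally high and integrated response B-score, plate-corrected, over 3 SD above library mean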
Target sequence (Q9GZV3 whole entry, looked up): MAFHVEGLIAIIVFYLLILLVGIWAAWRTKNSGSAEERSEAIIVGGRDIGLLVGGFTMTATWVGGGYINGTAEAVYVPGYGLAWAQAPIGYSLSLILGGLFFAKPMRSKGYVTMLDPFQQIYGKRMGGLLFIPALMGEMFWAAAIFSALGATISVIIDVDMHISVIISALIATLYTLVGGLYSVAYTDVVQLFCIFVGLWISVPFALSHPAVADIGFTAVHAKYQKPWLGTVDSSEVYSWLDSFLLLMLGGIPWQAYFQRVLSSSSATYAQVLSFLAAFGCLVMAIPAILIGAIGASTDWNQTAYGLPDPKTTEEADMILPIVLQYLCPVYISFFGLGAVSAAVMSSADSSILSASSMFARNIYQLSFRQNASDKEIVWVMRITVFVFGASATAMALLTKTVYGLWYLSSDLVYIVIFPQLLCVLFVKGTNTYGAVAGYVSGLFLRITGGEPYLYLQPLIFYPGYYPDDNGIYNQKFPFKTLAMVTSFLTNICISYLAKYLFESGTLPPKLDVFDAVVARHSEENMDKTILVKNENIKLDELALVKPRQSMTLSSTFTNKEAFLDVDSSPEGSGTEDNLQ
* = called active by the depositor; i = inactive; · = no result given.

Below each SMILES – CHT PAM	OX1R antagonist
COc1cc(/C=N/NC(=O)c2cccnc2)ccc1OCC(=O)Nc1ccc(C)cc1
→ i	-33
O=c1[nH]cccc1-c1nc2ccccc2n1Cc1ccccc1F
→ i	-16
Fc1ccccc1Cn1nnc(-c2ccc3c(c2)OCO3)n1
→ i	-17
CC(=O)Nc1scc(C)c1-c1nc2ccccc2s1
→ i	-39
Cc1c(C#N)c(O)n(CCO)c(=O)c1N=Nc1ccc2c(c1)COC2=O
→ i	12
COc1ccccc1NCc1nnc(-c2ccccc2)o1
→ i	-3
CCOc1ccc2[nH]c(C(=O)N/N=C/c3ccc(OC)cc3)cc2c1
→ i	·
COc1ccccc1-n1c(C)nnc1SCC(=O)NCc1ccccc1
→ i	-23
CN(C)c1nc(-c2cn(CCC#N)c3ccccc23)cs1
→ i	-8
COc1ccc(C(=O)NNC(=O)c2cnccn2)cc1[N+](=O)[O-]
→ i	-11
COc1ccc(C2CC(c3ccc(OC)cc3)n3nc(NS(C)(=O)=O)nc3N2)cc1 (stereo not drawn)
→ i	-7
CCOc1ccc(-c2cc(C(=O)NCCCn3ccnc3)c3ccccc3n2)cc1
→ i	-14
O=[N+]([O-])c1ccccc1CN1CCN(S(=O)(=O)c2ccccc2)CC1
→ i	-13
Cc1cccc(NC2=C/C(=N/S(=O)(=O)c3cccs3)c3ccccc3C2=O)c1
→ i	-24
COC(=O)c1cc(S(=O)(=O)N2CCCCCC2)c[nH]1
→ i	-2

Whole records from above:
CN(C)c1nc(-c2cn(CCC#N)c3ccccc23)cs1 reads CHT PAM: i; OX1R antagonist: -8
COc1ccccc1NCc1nnc(-c2ccccc2)o1 reads CHT PAM: i; OX1R antagonist: -3

(listing goes on)
Below each SMILES – CHT PAM	OX1R antagonist
CCN(CC)c1ccc(C=C2C(=O)OC(c3ccccc3)OC2=O)cc1 (stereo not drawn)
→ i	-9
O=C(Nc1ccncc1)Nc1ccc(F)cc1
→ i	·
C/C(=N/OCC(=O)Nc1ccc(C)cc1C)c1cccs1
→ i	-19
CCC(C)(CN(C)C)OC(=O)c1ccccc1 (stereo not drawn)
→ i	-15
c1ccc2c(c1)ncc1cccn12
→ i	-6
CCOc1cc(C2C3=C(CC(C)(C)CC3=O)N(CCOC)C3=C2C(=O)CC(C)(C)C3)ccc1OC
→ i	-15
COc1ccc(C2C(C#N)=C(SCC(=O)Nc3ccc(C)cc3)NC3=C2C(=O)CC(C)(C)C3)cc1 (stereo not drawn)
→ i	-11
CCOc1nc(NCCc2ccc(OC)c(OC)c2)nc(NC(C)(C)CO)n1
→ i	-29
C[C@H]1COC(=O)[C@H](Cc2ccc(F)cc2)CC/C=C/C[C@@H](CC(=O)N[C@@H](CO)Cc2ccccc2)C(=O)N1
→ ·	-12
CCOC(=O)C1CCCN(C(=O)c2ccc(CNc3c(N4CCC(C)CC4)c(=O)c3=O)cc2)C1 (stereo not drawn)
→ i	-7
O=C(O)CSCC(=O)N1N=C2/C(=C/c3ccccc3)CCCC2C1c1ccccc1 (stereo not drawn)
→ i	-12
CCOC(=O)c1[nH]cnc1C(=O)Nc1ccncc1
→ i	-10
COc1ccc(-n2nc(C(=O)NCC(=O)N3CCCCC3)c3ccccc3c2=O)cc1
→ i	-33
Cc1cc(C)c(S(=O)(=O)N(C)CC(=O)NC2CCCC2)c(C)c1
→ i	-9
C/C(Cn1nnc([N+](=O)[O-])n1)=N\NC(=O)c1ccccc1Cl
→ i	8

Taken from above (13 entries):
Below each SMILES – CHT PAM	OX1R antagonist
COc1ccccc1NCc1nnc(-c2ccccc2)o1
→ i	-3
CCOc1ccc2[nH]c(C(=O)N/N=C/c3ccc(OC)cc3)cc2c1
→ i	·
COc1ccccc1-n1c(C)nnc1SCC(=O)NCc1ccccc1
→ i	-23
CN(C)c1nc(-c2cn(CCC#N)c3ccccc23)cs1
→ i	-8
COc1ccc(C(=O)NNC(=O)c2cnccn2)cc1[N+](=O)[O-]
→ i	-11
COc1ccc(C2CC(c3ccc(OC)cc3)n3nc(NS(C)(=O)=O)nc3N2)cc1 (stereo not drawn)
→ i	-7
CCOc1ccc(-c2cc(C(=O)NCCCn3ccnc3)c3ccccc3n2)cc1
→ i	-14
O=[N+]([O-])c1ccccc1CN1CCN(S(=O)(=O)c2ccccc2)CC1
→ i	-13
Cc1cccc(NC2=C/C(=N/S(=O)(=O)c3cccs3)c3ccccc3C2=O)c1
→ i	-24
COC(=O)c1cc(S(=O)(=O)N2CCCCCC2)c[nH]1
→ i	-2
CCN(CC)c1ccc(C=C2C(=O)OC(c3ccccc3)OC2=O)cc1 (stereo not drawn)
→ i	-9
O=C(Nc1ccncc1)Nc1ccc(F)cc1
→ i	·
C/C(=N/OCC(=O)Nc1ccc(C)cc1C)c1cccs1
→ i	-19

The list continues.
Below each SMILES – CHT PAM	OX1R antagonist
Cc1cc(C(=O)COC(=O)c2ccc(F)cc2F)c(C)n1C1CC1
→ ·	-8
COc1cccc(NC(=O)CN(C)C(=O)CN2C(=O)c3ccc([N+](=O)[O-])cc3C2=O)c1
→ i	-2
CCOC(=O)C1(Cc2ccccc2C)CCCN(C(=O)CCC(=O)OC)C1 (stereo not drawn)
→ i	-20
C=CCNC(=O)c1cccc(C(F)(F)F)c1
→ i	0
C[C@@H]1CC2OC(=O)[C@@]3(C)C(=O)CC[C@@](C)(C23)[C@@]1(O)CCc1ccoc1 (stereo partly drawn)
→ i	-8
CN(C)S(=O)(=O)c1ccc(Cl)c(C(=O)NC2CCN(Cc3ccccc3)C2)c1 (stereo not drawn)
→ i	-11
COc1ccc(S(=O)(=O)NCC2CCCO2)c(Cl)c1Cl (stereo not drawn)
→ i	-6
CC1=C(C(=O)N2CCCC(C(=O)c3cccc(C(F)(F)F)c3)C2)OCCO1 (stereo not drawn)
→ i	-19
COc1ccc(C2CC(c3ccccc3)Nc3ncnn32)cc1 (stereo not drawn)
→ i	8
CC(=O)Nc1nc(SCCCc2ccccc2)n[nH]1
→ i	13
CCOc1cc(N2CCOCC2)c(OCC)cc1NC(=O)COC(=O)[C@H](Cc1c[nH]c2ccccc12)NC(C)=O
→ i	-27
COc1ccc(-c2c(-c3ccsc3)oc3ccc(N4CCOCC4)cc23)cc1
→ i	-74
COc1ccccc1CN(C)C(=O)CN1CCN(C(=O)c2cccs2)CC1
→ ·	-16
COc1ccccc1NC(NC(=O)c1ccccn1)C(Cl)(Cl)Cl (stereo not drawn)
→ i	-23
O=C(NCC1COc2ccccc2O1)c1ccccc1 (stereo not drawn)
→ i	17
C=CCN(CC=C)S(=O)(=O)c1ccc(C(=O)Nc2nnc(CSC)o2)cc1
→ i	-18
Cc1cccc(NC2=C(NC(=O)c3ccccc3)C(=O)c3ccccc3C2=O)c1
→ i	-26
O=C(O)CN=C(NS(=O)(=O)c1ccccc1)c1ccccc1
→ i	-19
O=C(COC(=O)COc1ccc(Cl)cc1Br)NC1CC1
→ ·	-14
COc1ccc(CN=CC2=C(O)CC(C)(C)CC2=O)cc1
→ i	-2
CCOc1ccccc1NC(=O)/C(C#N)=C/c1c(C)nn(-c2ccc(F)cc2)c1Cl
→ i	-27
COc1ccc(NC(=O)CCN2C(=O)c3cccc([N+](=O)[O-])c3C2=O)cc1
→ i	10
CC(=O)NCCc1nc2ccccc2n1CCOc1cccc(C)c1
→ i	-1
CNCCOc1nc(N2CCOCC2)nc(C)c1[N+](=O)[O-]
→ i	-14
COc1ccccc1C(=O)NC(=O)COC(=O)C1(C)CC1(Cl)Cl (stereo not drawn)
→ i	-11
CC(C)(CC(=O)O)CC(=O)Nc1ccc(Oc2ccc(C(C)(C)C)cc2)nc1
→ i	-22
CCOC(=O)c1ccc(NC(=O)c2ccccc2[N+](=O)[O-])cc1
→ i	11
O=C(N/N=C/c1c(F)c(F)c(F)c(F)c1F)c1cc(-c2ccccc2)nc2ccccc12
→ i	-22
Cc1ccc(NS(=O)(=O)c2ccc(Cl)c(NC(=S)NC(=O)C3CCCCC3)c2)cc1Cl
→ i	-6
COc1ccc(NC(=O)CCSCCc2ccccn2)cc1OC
→ i	-20
Cc1ccc(N(CC(=O)NC(C)(C)C)C(=O)CCC(=O)Nc2nccs2)c(C)c1
→ i	·
Cn1c(=O)cc(N2CCN(C(=O)c3ccco3)CC2)[nH]c1=O
→ i	-10
COc1ccccc1C1CC(c2ccc(C)cc2)Nc2ncnn21 (stereo not drawn)
→ i	-6
O=C(N/N=C/c1ccco1)c1cccc(NC(=O)c2ccccc2Cl)c1
→ i	-10
CCCN1C(=O)C(=O)N(CC(=O)c2cc(C)n(C3CC3)c2C)C1=O
→ ·	-2
COc1cccc(NC(=S)N(CCN(C)C)C(C)c2ccco2)c1 (stereo not drawn)
→ i	3
COc1ccc(S(=O)(=O)N2CCOCC2)cc1NC(=O)c1cc(=O)[nH]c2ccccc12
→ ·	-16
CCn1cc(CN2CCN(Cc3ccc(OC)c(C)c3C)C(CCO)C2)c(C)n1 (stereo not drawn)
→ i	-24
CC(=O)Nc1ccc2nc(CN3CCC(CO)(CCc4ccccc4)CC3)ccc2c1
→ i	-26
NC(=O)NNc1cccc(Cl)n1
→ i	4
O=S(=O)(c1cccs1)N1CN(Cc2ccc(F)cc2)c2nc3ccccc3nc21
→ i	-8
O=C1[C@H]2[C@@H](C(=O)N1c1cc(Cl)cc(Cl)c1)[C@]1(C(=O)Nc3ccccc31)N1CCC[C@@H]21
→ i	-28
COc1ccc(OC)c(S(=O)(=O)N2CCC(C(=O)N3CCCC3)CC2)c1
→ i	-11
CCC(C)N1CCNCC1 (stereo not drawn)
→ i	-19
CCOC(=O)C1=C(C)NC(C)=C(C(=O)OCC)C1C(=O)OCC(=O)NC1CCCCC1
→ ·	-14
COCCOC(=O)C1=C(C)N=c2s/c(=C\c3cccs3)c(=O)n2C1c1cccs1 (stereo not drawn)
→ i	-12
CCOc1ccccc1NC(=O)c1ccc2c(=O)n3c(nc2c1)CCCCC3
→ i	-30
CC1CCCC(C)N1NC(=O)Cc1ccccc1 (stereo not drawn)
→ i	-13
CC(=O)N1CCN(c2nc3ccc([N+](=O)[O-])cc3s2)CC1
→ i	4
Cc1cc(NC(=O)CCCC(=O)O)nc(C)n1
→ i	-14
COc1cc(CN2CCC(Cc3ccccc3)CC2)c([N+](=O)[O-])cc1OC
→ i	-26
CC(=O)c1c(N2CCN(c3ccccn3)CC2)nc(=S)n(-c2ccccc2)c1C
→ i	-17
O=C(Nc1ccccc1C(=O)N1CCOCC1)c1ccco1
→ i	-2
COCCCNC(=O)c1c[nH]c2ccc(S(=O)(=O)N3CCC4(CC3)OCCO4)cc2c1=O
→ i	1
CCS(=O)(=O)c1ncc(Cl)c(C(=O)Nc2ccc(S(=O)(=O)N3CCC(C)CC3)cc2)n1
→ i	24
CCOc1cc2[nH]c(=S)n(C(C)C)c(=O)c2cc1OCC
→ i	-6
COCCn1c(SCC(=O)c2ccccc2)nc2c(c1=O)SC(C)C2 (stereo not drawn)
→ i	-5
COC(=O)C(C(=O)Nc1ncccn1)C1CCCCCC1 (stereo not drawn)
→ i	3
CCSc1nnc2c3cc(CC)ccc3n(C)c2n1
→ i	·
O=C(Nc1ccc(S(=O)(=O)NCC2CCCO2)cc1)c1cccc(F)c1 (stereo not drawn)
→ i	-10

(continued)
Below each SMILES – CHT PAM	OX1R antagonist
COC(=O)c1ccc(/C=N\N2CCN(Cc3ccc(C)cc3)CC2)cc1
→ i	-3
C[C@@]12CC(=O)NC1N(C(=O)c1cccc(C(F)(F)F)c1)C(c1ccccc1O)C2 (stereo partly drawn)
→ i	-11
CCCc1cc(C(=O)Nc2sc3c(c2C#N)CCC3)no1
→ i	-12
COc1ccccc1C(=O)COC(=O)c1cc(S(=O)(=O)N2CCCCC2)ccc1N1CCOCC1
→ i	-24
Cc1cc(OCC(=O)Nc2ccc(S(=O)(=O)N3CCN(C)CC3)cc2)ccc1Br
→ i	-18
COc1ccc(C)cc1NC(=O)CN(C)S(=O)(=O)c1ccc2c(c1)CC(C)N2C(C)=O (stereo not drawn)
→ i	-22
OC(COc1c(Cl)cc(Cl)cc1Cl)CN1CCCCC1 (stereo not drawn)
→ i	-18
Cc1ccsc1/C=C/c1n[nH]c(=O)c(C#N)c1C
→ i	-1
Cc1cccc(NC(=O)c2sc3nc(-c4ccccc4)cn3c2C)n1
→ i	-32
O=C(CCn1c(=O)oc2ccccc21)N1CCN(c2ccccc2F)CC1
→ i	-10
CC(=O)Nc1cccc(NC(=O)CSc2nnnn2Cc2ccccc2)c1
→ i	-32
O=C(Cc1ccc(Cl)cc1)Nc1ccc(N2CCN(C(=O)c3ccco3)CC2)cc1
→ i	-5
O=C(Cn1cnc2ccccc2c1=O)NCC(=O)N1CCOCC1
→ i	-23
CC(C)(C)[C@H]1COC(=O)CCCC/C=C\C[C@H](CC(=O)NCCO)C(=O)N1
→ ·	-24
COc1cccc(C(=O)N/N=C/c2ccc(OC)c(COc3ccccc3C(N)=O)c2)c1
→ i	-26
COc1ccc(NC(=O)CCCCCn2nnc3ccccc3c2=O)cc1
→ i	·
CC(C)Cc1c(O)nc(SCC(=O)N2CCCCCC2)[nH]c1=O
→ i	-1
CCOc1ccc(CCNC(=O)c2c(C)nn(-c3ccccc3)c2Cl)cc1OCC
→ i	-42
CCc1ccc(/C=N/NC(=O)c2cc(C)on2)s1
→ i	-4
O=C(OCCN1CCN(c2ncc(C(F)(F)F)cc2Cl)CC1)c1ccc(F)cc1
→ i	-17
Cc1ccc(C)c(-n2c(SCC(=O)N3CCC(C(=O)O)CC3)nnc2-c2cccc(Cl)c2)c1
→ i	-38
Cc1ccc(N2CCN(c3ccc(C)cc3)C2c2ccncc2)cc1
→ i	-12
